# Source: PubChem
# miR122 inh: blocks miR-122 activity in Huh7 sensor cells. Huh7 miR-122 Renilla luciferase sensor, 48 h; neutral wells = 0, positive control = 100. activation (reporter increase), % at 12.5 µM. 340,000 compounds, 0.3% hits. AID 602342;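 active = mean replicate activation score at least 90 and every replicate individually at or above 90; inconclusive = only one of the two criteria met; inactive = neither criterion met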;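 note: higher luciferase means less miR-122 activity so hits act as miR-122 inhibitors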
# FN deposit inh: fibronectin deposition inhibition; AH1F fibroblasts, Alexa488-fibronectin deposition fluorescence, overnight; 350,000 compounds, 0.086% hits; inhibition, % at 12.6 µM; AID 743247;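 active = mean inhibition across replicates of 30% or more, regardless of how many single replicates reach that level; inconclusive = mean under 30% yet at least half of replicates reach 30%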;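 note: positive control wells lacked labelled fibronectin entirely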
#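 Schedule: 1 h cell adhesion before compound, then overnight fibronectin incubation; test system: AH1F fibroblast monolayer depositing Alexa488-labelled fibronectin into matrix; quantity: 10000 AH1F cells per well; probe or stimulus: fluorescent fibronectin at 24 nM final; signal: fluorescence, ex 485 nm, em 525 nm; evaluation: percent inhibition as loss of matrix-bound fibronectin fluorescence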
# PGC1a acetyl inh: PGC1a acetylation modulation, inhibitor mode | U2OS PGC1a acetylation, AlphaScreen anti-acetyl-lysine; with virally co-expressed GCN5 acetyltransferase | inhibition, % at 15.6 µM | 350,000 compounds, 0.17% hits;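 active = every replicate shows inhibition of at least 40%; inconclusive = mean inhibition at least 40% but some replicate below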;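 note: 0% = neutral control wells and 100% = positive control wells; some results beyond the cut were filed as inactive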
# LGR2 inh: blocks bursicon-induced cAMP signaling via Drosophila LGR2. HEK293 LGR2, CRE-luciferase, bursicon-stimulated, 4 h. inhibition, % at 9.99 µM. 380,000 compounds, 0.35% hits. AID 720647;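 active = drop in luminescence signal, shown as inhibition above about 50% in the replicate tests, limit read from the data, passing the limit was not always enough; inconclusive = probably only some replicates passing the limit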;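 note: agonist challenge used bursicon conditioned medium at about half maximal strength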
# Cneo AK release: causes C. neoformans cell lysis; 360,000 compounds, 0.2% hits; lysis activity, % at 15 µM; AID 651654; adenylate kinase release luminescence, 4 h; normalised: neutral wells 0, clomiphene wells 100;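 active = mean lysis activity across replicates of at least 80%, whatever share of replicates individually reach that level; inactive = mean lysis activity below 80%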
#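 Material: C. neoformans cells; Schedule: 4 h static compound exposure, 37 °C, read 1 h post-reagent; Measured by: adenylate kinase release luminescence; Read-out: signal increase indicating cell lysis; Controls: Clomiphene as positive lysis control.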
# Casp6 inh: inhibitors of human caspase-6; P55212; purified caspase-6, Z-VEID-R110 cleavage fluorescence; inhibition, % at 12.5 µM; 350,000 compounds, 0.53% hits; AID 686996;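 active = mean inhibition across replicates at least about 35%, with every replicate also reaching that limit, limit read from the data; inconclusive = only one of the two criteria met; inactive = neither criterion met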;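 note: 0% = median of neutral control wells and 100% = no fluorescence left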
# Target sequence (P55212 24-179 limits assumed): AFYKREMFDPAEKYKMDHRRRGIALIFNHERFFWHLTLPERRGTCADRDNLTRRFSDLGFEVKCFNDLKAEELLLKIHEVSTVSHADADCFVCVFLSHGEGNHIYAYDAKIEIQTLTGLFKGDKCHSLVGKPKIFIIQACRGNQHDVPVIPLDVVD
# Target sequence (P55212 194-293 limits assumed): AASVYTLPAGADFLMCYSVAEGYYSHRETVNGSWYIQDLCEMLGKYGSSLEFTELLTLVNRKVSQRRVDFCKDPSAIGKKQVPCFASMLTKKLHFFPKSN
# EWS-Fli inh: blocks EWS/Fli oncoprotein-driven transcription. inhibition, % at 12.6 µM. A673 NR0B1-luciferase reporter, viability-normalised. 350,000 compounds, 0.67% hits. AID 651661;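 active = mean inhibition of at least 50% after viability correction, with every replicate also passing that limit; inconclusive = mean reaches 50% but only one of two replicates passes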;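 note: firefly luciferase signal divided by Alamar Blue viability fluorescence both relative to DMSO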
# PAX8 inh HTS: inhibitors of PAX8 transcriptional activity in RMG-I cells. RMG-I TPO-luciferase reporter, SteadyGlo, 24 h. inhibition, % at 12.6 µM. AID 652154. 360,000 compounds, 1.2% hits;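 active = mean replicate inhibition at least 60% with every replicate also reaching 60%; inconclusive = only one of the two criteria is met; inactive = mean below 60% and not all replicates reaching 60%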;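 note: luciferase light reporting Pax8 driven TPO promoter activity; plate controls were median of neutral control wells for no effect and mitoxantrone controls for full effect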
# Starred values were filed as active, the others as inactive; ? = inconclusive; / = not tested or not shown; [ ] = another dose, or the depositor's remark.
SMILES,miR122 inh,FN deposit inh,PGC1a acetyl inh,LGR2 inh,Cneo AK release,Casp6 inh,EWS-Fli inh,PAX8 inh HTS
CCCC(=O)Nc1ccc2c(c1)C(=O)N(C)C[C@H](OC)[C@@H](C)CN(C(=O)c1cccnc1)[C@H](C)CO2,/,-5,-2,-6,90*,-7,5,-37
Cc1ccc(-c2nc(-c3ccncc3)no2)cc1C,1,12,4,?,-1,-1,15,-135
Cc1c(C(=O)O)cccc1-c1ccc(/C=N/n2cnnc2)o1,-4,-1,19,5,1,31,-29,-123
CCc1cccc(C)c1NC(=O)c1ccc2c(c1)CCN2S(C)(=O)=O,0,-3,/,18,1,-1,-7,-18
CCN(C[C@@H]1[C@@H](c2ccccc2)[C@H](CO)N1Cc1cccnc1)C(C)=O,-14[16.7 µM],-7,6,5,-3,2,-5,-6
COc1ccc(CN2C(=O)C(CC(=O)NCc3ccco3)CC(C(=O)N3CCOCC3)=C2C)cc1 (stereo unspecified),-3,-1,-3,11,-2,-5,0,-10
O=C(CCS(=O)(=O)c1ccc(Br)cc1)NC1CCCC1,6,/,-1,-4,-6,3,7,/
Cc1ccc(S(=O)(=O)NC(C)C(=O)Nc2ccc3c(c2)OCO3)cc1 (stereo unspecified),0,-3,6,-5,2,-1,2,16
CCc1ccc2nc(SCC(=O)N(CC)CC)c(C#N)cc2c1,6,/,-18,-6,1,/,/,/
O=C1CCN(C(=O)c2ccccc2)C2CCCCC12 (stereo unspecified),-6,-6,-2,/,2,/,/,9
COc1cccc(OCc2cc(C(=O)N(C)C3CCCCC3)no2)c1,-3,2,-4,-73,0,0,-72,-177
Cc1noc(C)c1NC(=O)Nc1ccc2c(c1)C(=O)N([C@@H](C)CO)C[C@@H](C)[C@@H](CN(C)C)OCCCC[C@@H](C)O2,-2[16.7 µM],/,-4,-10,2,-5,-8,-8
Cc1cc(N2CCOCC2)nc2ccc(Cl)cc12,/,2,/,-78,/,2,-101,-161
O=C(Nc1ccc2nc3n(c(=O)c2c1)CCCC3)c1cccnc1Cl,/,12,13,-6,0,1,-15,-17
CSc1nc(N)nc2c1ncn2C1OC(CO)CC1O (stereo unspecified),/,-1,/,-7,/,-3,-1,2
CCC1Nc2ncnc(N3CCN(c4ccccc4)CC3)c2N(Cc2ccc(OC)cc2)C1=O (stereo unspecified),1,-23,1,-6,-1,1,2,10
Cc1ccc(S(=O)(=O)N2CCN(C(=O)COC(=O)c3ccc(Cl)c(S(N)(=O)=O)c3)CC2)c(C)c1,/,4,/,-1,-2,0,1,4
O=C(CCc1ccccc1)N1CCCC(Nc2ccc(F)cc2)C1 (stereo unspecified),/,14,/,11,0,4,/,5
COc1cc(C(=S)N2CCOCC2)cc(OC)c1OC(=O)c1ccccc1Cl,4,4,/,13,-1,1,6,12
Cc1ccc(C)c(OCCC(=O)OCC(=O)Nc2ccc(Cl)cn2)c1,1,-5,/,-16,4,3,-4,-3
CC1CCCCC1NC(=O)COC(=O)c1ccc(S(=O)(=O)N2CCOCC2)cc1 (stereo unspecified),-3,/,-1,/,-1,2,/,/
C[C@]12c3[nH]c4cc(-c5ccco5)ccc4c3CCN1C(=O)[C@@H](CC(=O)NCCCn1ccnc1)C[C@@H]2C(=O)N1CCCCC1,6,-4,5,-10,-1,-47,-5,-16
CSc1nc(COC(=O)NC(C)C)c(COC(=O)NC(C)C)n1Cc1ccccc1,/,-1,/,23,/,1,3,-12
Nc1c2c(=O)[nH]c(O)cc2nn1-c1ccccc1,0,6,17,-4,-1,40*,-16,2
CN(CCN1CCOCC1)C(=O)c1cc(COc2ccc(F)cc2Cl)on1,-5,1,-11,-64,0,-1,-13,-18
COC(=O)[C@]12C[C@H](CC(=O)N3CCN(C(=O)c4ccco4)CC3)C(=O)N(Cc3ccccc3)C1=C[C@H](C1CCCC1)O[C@@H]2C,/,3,/,21,/,1,-4,16
CCc1nnc(NC(=O)CCC(=O)N2CCN(S(=O)(=O)c3ccc(OC)cc3)CC2)s1,-1,2,-6,-11,2,2,6,0
Cc1ccc(C2CC(=O)C(C=NCCN3CCN(CC(=O)Nc4cc(C)cc(C)c4)CC3)=C(O)C2)cc1 (stereo unspecified),/,-11,/,-3,3,4,10,4
O=C(c1ccco1)N1CCN(Cc2nc(Cc3ccccc3)no2)CC1,-2,-2,-27,-7,/,-1,3,-2
CC1(c2cccc3ccccc23)NC(=O)N(CC(=O)NC2CCS(=O)(=O)C2)C1=O (stereo unspecified),/,-2,/,14,/,1,-6,8
O=C(C1Cc2ccccc2CN1S(=O)(=O)c1cccs1)N1CCCCCC1 (stereo unspecified),62,1,-19,/,-2,/,/,1
O=c1ccn([C@@H]2O[C@H](COS(=O)(=O)O)[C@@H](O)[C@H]2O)c(=O)[nH]1,/,4,/,-5,0,0,3,-6
OC[C@@H](O)[C@H](O)C(/C=N/Nc1ccccc1)=N\Nc1ccccc1,4,-2,-4,/,6,8,7,-80
C[C@@H]1CN([C@H](C)CO)C(=O)Cc2cc(NC(=O)Nc3cccc4ccccc34)ccc2O[C@H]1CN(C)CC1CCCCC1,-2[16.7 µM],/,4,9,4,1,-4,-16
Cc1noc(C)c1COc1ccc(C(=O)NCCc2ccc(S(N)(=O)=O)cc2)cc1,2,/,-6,1,-1,1,4,4
Cc1ccc(NC(=O)Cn2nnc(C(=O)NCc3ccco3)c2N)cc1,-4,-5,10,/,2,/,/,19
C(=N\n1cnnc1)/c1cccc(Oc2ccccc2)c1,-2,9,-3,/,0,/,/,/
CCCCCCCCCC(=O)N/N=C(\C)c1cccnc1,1,-6,12,/,0,/,/,4
C[C@H](CO)N1C[C@H](C)[C@H](CN(C)C(=O)c2ccccc2)OCCCC[C@H](C)Oc2ccc(NC(=O)Nc3ccc4c(c3)OCO4)cc2C1=O,3[16.7 µM],/,11,2,-2,1,6,12
CN(C)c1ccnc(SCc2ccccc2Cl)c1C#N,-5,5,-17,-39,6,/,/,/
CCCSc1sc(C(=O)OC)c(-c2cccs2)c1C#N,/,-2,/,-8,/,-3,14,12
COc1ccc(N(CC(=O)Nc2c(C)n(C)n(-c3ccccc3)c2=O)S(=O)(=O)c2ccc(C)cc2)cc1OC,/,1,/,16,6,4,-7,-6
Cc1c(OC(C)C(=O)NCc2ccncc2)ccc2c3c(c(=O)oc12)CCC3 (stereo unspecified),-4,28,-9,5,3,5,4,12
CNC[C@H]1OCCCC[C@@H](C)Oc2ccc(NC(=O)Cc3ccccc3)cc2C(=O)N([C@@H](C)CO)C[C@H]1C,6[16.7 µM],/,13,-7,14,4,-6,-3
O=C(O)c1ccc(S(=O)(=O)/N=C2\C=C(Nc3ccccc3F)C(=O)c3ccccc32)cc1,-1,13,/,101*,-5,99*,?,14
COc1ccc(CN2CCC(n3nccc3NC(=O)C3CC3)CC2)c(OC)c1OC,-8,9,-10,-3,-2,/,-1,1
CC(=O)N1CCN(CC(=O)Nc2ccc([N+](=O)[O-])cc2Br)CC1,-4,3,-3,6,-1,-6,9,13
COc1cccc(NC(=O)c2ccc[n+](C)c2)c1,3,0,-1,-6,-4,-1,3,-4
O=C(Nc1ccc2c(c1)OCO2)C1CC(c2ccc(Cl)cc2)=NO1 (stereo unspecified),19,/,-8,-9,-2,/,/,/
COC(=O)c1c(SCc2ccc(C#N)cc2)nc(=O)[nH]c1C,3,-5,1,14,/,2,10,1
O=c1[nH]nc(Cc2ccc(-c3ccc(Cl)cc3)o2)c2ccccc12,-7,-1,-3,/,0,/,/,0
COc1cc(C(=O)CCc2ccc3c(c2)OCO3)cc(OC)c1OC,/,-5,7,3,0,-2,-1,-7
Cc1nc(NC(=O)CSc2nnnn2Cc2ccccc2)sc1C,2,4,41,/,-2,/,/,-31
C[C@H]1CN([C@@H](C)CO)C(=O)Cc2cc(NS(=O)(=O)c3ccccc3)ccc2O[C@H]1CN(C)S(=O)(=O)c1cccs1,1[16.7 µM],/,-1,-1,-15,5,3,0
O=C(NNC1=NCCC1)c1cccc(Br)c1,-1,6,-10,/,0,/,/,-31
c1ccc(Cn2c(Sc3nnnn3-c3ccccc3)nnc2-c2ccccc2)cc1,1,12,8,3,2,/,/,/
COC(=O)C1=NNC2(c3ccc(C)cc3)C(=O)N(c3ccc(C)cc3)C(=O)C12 (stereo unspecified),-3,2,-3,13,2,3,-3,-5
Clc1ccccc1OCCN1CCC(Cc2ccccc2)CC1,6,4,3,-13,3,-1,17,13
O=C(Cn1cnc2ccccc2c1=O)Nc1ccc(S(=O)(=O)N2CCCC2)cc1,/,-2,4,2,/,2,5,4
CCCNC(=O)N1CC2(C1)CN(S(C)(=O)=O)[C@@H](CO)c1c2c2ccc(OC)cc2n1C,/,-17,-4,6,/,-1,-3,-3
# Next part:
SMILES,miR122 inh,FN deposit inh,PGC1a acetyl inh,LGR2 inh,Cneo AK release,Casp6 inh,EWS-Fli inh,PAX8 inh HTS
COc1ccccc1OCCNC(=O)C(c1ccccc1)c1ccccc1,/,0,/,18,/,-2,11,9
C/C=C/c1ccc([C@H]2[C@H]3CN(Cc4ccc(F)cc4)CC(=O)N3[C@H]2CO)cc1,/,-7,2,-1,/,4,1,/
Cc1c(NC2=C(Cl)C(=O)N(c3ccccc3Cl)C2=O)c(=O)n(-c2ccccc2)n1C,-16,7,-1,-3,-5,/,/,5
Cc1ccc(C)c(NC(=O)C(=O)NCCc2c[nH]c3ccccc23)c1,-13,-5,9,-4,5,-1,36,-3
CO[C@H]1CN(C)C(=O)c2ccc(NS(=O)(=O)c3ccccc3)cc2OC[C@@H](C)N(Cc2cccnc2)C[C@H]1C,/,-6,-4,14,-2,1,-7,4
COc1ccc(NC(=O)CN(C)C(=O)C2CC(=O)N(Cc3ccc(C)cc3)C2)cc1 (stereo unspecified),/,1,/,11,/,-116,2,8
CCN(CC)CCCNC(=O)C1c2ccccc2Oc2ccccc21,2,-4,5,/,-4,/,/,/
Cc1nc(NCc2cccnc2)c2c3c(sc2n1)CCCC3,-1,-9,-2,-31,-4,7,12,10
CCOC(=O)C1C(c2cccc([N+](=O)[O-])c2)C2C(=O)NN=C2CC1(C)O (stereo unspecified),/,11,/,5,/,2,2,0
O=C(NCCCn1ccnc1)/C(=C\c1cccnc1)NC(=O)c1ccccc1Br,-2,0,2,2,1,/,/,1
O=C1c2ccccc2C(=O)N1C1CCN(Cc2cccc(OCCO)c2)CC1,/,/,4,/,-18,-9,1,-5

# A different layout for part of the listing above.
# Fields: miR122 inh	FN deposit inh	PGC1a acetyl inh	LGR2 inh	Cneo AK release	Casp6 inh	EWS-Fli inh	PAX8 inh HTS
> Cc1ccc(C)c(NC(=O)C(=O)NCCc2c[nH]c3ccccc23)c1
 : -13	-5	9	-4	5	-1	36	-3
> CCN(CC)CCCNC(=O)C1c2ccccc2Oc2ccccc21
 : 2	-4	5	/	-4	/	/	/
> COc1ccccc1OCCNC(=O)C(c1ccccc1)c1ccccc1
 : /	0	/	18	/	-2	11	9
> Cc1nc(NCc2cccnc2)c2c3c(sc2n1)CCCC3
 : -1	-9	-2	-31	-4	7	12	10

# Outcome played no part in choosing rows. Share with any hit: about 2.5%.
